PI5P4K alpha inh = blocks human PI5P4K alpha kinase activity; P48426; PI5P4Kalpha enzyme, ADP-Glo luminescence, 60 min; active compounds read low; max response, %; 330,000 tested, 1.2% active; AID 652105; active = max response of -50% or lower; inconclusive = between -30% and -50%; inactive = -30% or higher; also: value at the top dose of about 77 µM; % is scaled to controls: 0 for no effect and ±100 for the full control effect
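Reactions run in 0.038 M HEPES pH 7.4, 0.28 mM EGTA, 0.1% CHAPS and 5% DMSO, with PI5P4Kalpha, substrate, compound and 5 microM ATP final, one hour at room temperature. Readout is ADP-Glo luminescence.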
WRN inhibitor = blocks human WRN helicase; WRN helicase unwinding, fluorescent forked duplex, kinetic; 360,000 tested, 0.46% active; Q14191; Potency, µM (top dose mostly 114 µM), inactives show at the top dose activity change, negative = inhibition, most hits filed as inhibitors; also: potency is read from the fitted curve at half-maximal effect; % is scaled to controls: 0 for no effect and ±100 for the full control effect; nearly all actives have a fitted effect of over 55% in size
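Kinetic red-fluorescence monitoring (525/598 nm) tracks WRN helicase activity after 100 nM fluorophore-quencher forked duplex and 2 mM ATP are added to 20 nM enzyme pretreated 15 min at room temperature with compound.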
EPAC2 antagonist = blocks human EPAC2 exchange factor; EPAC2 GEF exchange of Rap1B-BODIPY-GDP, fluorescence; AID 720708; Potency, µM (titrated, usually from 114 µM), without a hit: top-dose activity, negative = inhibition, usual class: inhibitors; 360,000 tested, 0.18% active; also: potency is read from the fitted curve at half-maximal effect; % is scaled to controls: 0 for no effect and ±100 for the full control effect; nearly all actives have a fitted effect of over 45% in size; many of its hits are not listed in these tables
MmCpn inh = inhibitors of Methanococcus maripaludis chaperonin (MmCpn); purified Mm-Cpn ATPase, ADP Transcreener TR-FRET; Potency, µM (doses to about 76.9 µM), for the others: at the highest dose activity, negative = inhibition, usual class: inhibitors; 330,000 tested, 0.031% active; AID 504842; also: potency is read from the fitted curve at half-maximal effect; % is scaled to controls: 0 for no effect and ±100 for the full control effect; nearly all actives have a fitted effect of over 80% in size
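TR-FRET (320 nm excitation; 590 and 665 nm emission) reports ADP made from 10 uM ATP by 25 nM enzyme; compounds were preincubated 10 min, reaction run 30 min, both at 37°C.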
EPAC1 ag = EPAC1 (human) agonism; O95398; EPAC1 agonist qHTS, biochemical assay; response scale: 100% = response to 6.5 mM cAMP; Potency, µM (top dose mostly 154 µM), for inactives: top-dose activation, actives largely listed as activators; 360,000 tested, 0.073% active; AID 720707; also: potency is read from the fitted curve at half-maximal effect; nearly all actives have a fitted effect of over 60% in size
Target sequence (O95398 whole entry, looked up): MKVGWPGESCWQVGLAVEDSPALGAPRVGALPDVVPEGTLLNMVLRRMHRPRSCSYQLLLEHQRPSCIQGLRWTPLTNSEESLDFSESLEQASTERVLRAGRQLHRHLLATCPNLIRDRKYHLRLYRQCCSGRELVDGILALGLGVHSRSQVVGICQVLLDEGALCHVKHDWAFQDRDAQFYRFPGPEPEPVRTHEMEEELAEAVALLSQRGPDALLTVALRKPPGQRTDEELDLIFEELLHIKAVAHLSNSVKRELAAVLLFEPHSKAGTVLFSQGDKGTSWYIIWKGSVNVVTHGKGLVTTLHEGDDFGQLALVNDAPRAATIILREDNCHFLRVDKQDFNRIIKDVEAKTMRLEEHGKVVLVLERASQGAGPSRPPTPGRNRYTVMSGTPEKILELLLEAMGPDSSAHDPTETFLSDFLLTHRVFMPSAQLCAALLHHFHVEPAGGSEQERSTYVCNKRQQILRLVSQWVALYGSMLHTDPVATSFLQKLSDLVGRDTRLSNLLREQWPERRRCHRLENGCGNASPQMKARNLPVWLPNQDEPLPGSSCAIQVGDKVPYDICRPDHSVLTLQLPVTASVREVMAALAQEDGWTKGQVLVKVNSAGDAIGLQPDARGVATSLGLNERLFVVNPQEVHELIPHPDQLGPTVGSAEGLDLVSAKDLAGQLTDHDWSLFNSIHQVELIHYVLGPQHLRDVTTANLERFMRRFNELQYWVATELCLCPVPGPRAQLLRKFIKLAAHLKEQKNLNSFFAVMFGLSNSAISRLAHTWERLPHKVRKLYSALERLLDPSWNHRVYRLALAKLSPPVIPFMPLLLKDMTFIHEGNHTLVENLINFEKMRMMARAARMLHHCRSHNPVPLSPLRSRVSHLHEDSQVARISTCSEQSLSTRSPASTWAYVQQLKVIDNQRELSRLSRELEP
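Nucleotide exchange by EPAC1 (100 nM) on Rap1B–BODIPY-GDP (250 nM) in the presence of 50 uM GDP is tracked fluorescently at 480/540 nm over 30 min. Signals are normalized to a 6.5 mM cAMP control.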
PLK1 PBD inh = blocks phosphopeptide binding to human PLK1 polo-box domain. AID 720504. Potency, µM, for the others: max response, negative = inhibition, hits mostly inhibitors. Plk1 PBD binding of FITC phosphopeptide, fluorescence polarization. P53350. 360,000 tested, 2.8% active; also: potency is read from the fitted curve at half-maximal effect; series mostly up to about 57 µM; % is scaled to controls: 0 for no effect and ±100 for the full control effect; nearly all actives have a fitted effect of over 65% in size
CCT modulator = cytosolic chaperonin activity modulation; purified chaperonin ATPase assay, HTRF ADP detection, 30 min; activity change, % (concentration not given with the values), hits read low; 360,000 tested, 0.3% active; AID 651819; in the data active = activity change below about -30%; also: % is scaled to controls: 0 for no effect and ±100 for the full control effect
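ATPase activity: ADP formed was measured by HTRF Transcreener (665/615 nm ratio) after 30 min at 37 deg C with 10 uM ATP. Compounds screened at one 76 uM concentration against 40 or 20 nM TRiC in Tris pH 7.4/KCl/MgCl2/DTT buffer.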
EPAC1 antag = antagonists of human EPAC1; Potency, µM (top dose mostly 115 µM), inactives show top-dose activity change, negative = inhibition, usual class: inhibitors; O95398; EPAC1 GEF assay, Rap1b-BODIPY-GDP exchange fluorescence; 360,000 tested, 0.14% active;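 also: potency is read from the fitted curve at half-maximal effect; plate controls were vehicle for no effect and positive control for full effect; nearly all actives have a fitted effect of over 50% in size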
* = called active by the depositor; ? = inconclusive; / = not tested or not shown; & = joins results of further samples; [ ] = another dose, or the depositor's remark. Unless noted, calls follow the shape of the dose curve; as a rule, active = well fitted curve in the direction sought with a large enough effect; inconclusive = small, poorly fitted or top-dose-only effect, or another doubt; inactive = no such curve, though single readings can be large; an effect the other way counts as inactive or inconclusive. An excerpt (hit frequency here may not be typical).

SMILES	PI5P4K alpha inh	WRN inhibitor	EPAC2 antagonist	MmCpn inh	EPAC1 ag	PLK1 PBD inh	CCT modulator	EPAC1 antag
O=C(COC(=O)c1cccnc1)Nc1cccc2ccccc12	-10	-35%	0%	2%	5%	-6%	-0.1	-4%
CCOC(=O)C1CCN(C(=O)C2CCN(S(=O)(=O)N3CCC4(CC3)OCCO4)CC2)CC1	0	-3%	0%	-2%	9%	-7%	-2.0	1%
CCCn1c(N)c(N(CCOC)C(=O)/C=C/c2ccc(C(=O)OC)cc2)c(=O)[nH]c1=O	2	0%	-4%	?	11%	-1%	-1.4	16%
O=C(Cc1coc2ccc3ccccc3c12)N1CCN(c2ncccn2)CC1	-11	-1%	0%	-1%	6%	2%	-0.6	6%
CC(c1ccccc1)N1C(=O)C2C3CCC(C3)C2C1=O (stereo not drawn)	0	-22%	-2%	0%	8%	-8%	-0.8	15%
CCOc1ccc(CCNC(=O)CN2CCN(Cc3ccccc3C)C2=O)cc1OCC	-4	-18%[57.1 µM]	2%	-1%	4%	-6%	-0.9	4%
O=C(CN(Cc1ccccc1)C(=O)CNS(=O)(=O)c1ccc(Cl)cc1)NCC1CCCO1 (stereo not drawn)	12	0%	0%	1%	-5%	-3%	-13	10%
COc1ccc(Cc2nnc(SC(C)C(=O)Nc3ccc(F)cc3Cl)o2)cc1 (stereo not drawn)	4	0%	18%	-9%	-1%	-5%	-2.4	1%
CC(C)OC(=O)c1ccc(NCc2cc(O)ccc2O)cc1Cl	-21	-17%	-3%	/	0%	-6%	0.9	-2%
CCCOc1ccc(-c2nn(-c3ccccc3)cc2/C=C2\SC(N)=NC2=O)cc1C	-9	8%	-11%	3%	3%	6%	1.9	8%
Cc1ccccc1Nc1nc(N)nc(-c2oc3ccccc3c2C)n1	0	-7%	2%	-12%	8%	5%	0.9	7%
CCC(C(=O)OCC(=O)N(CC)c1c(N)n(Cc2ccccc2)c(=O)[nH]c1=O)c1ccccc1 (stereo not drawn)	-1	6%	48%[activator]	-1%	-20%	-2%	2.4	-11%
COc1ccc(NC(=O)c2cc([N+](=O)[O-])ccc2N2CCN(C)CC2)cc1	1	1%	7%	-3%	-9%	?	-4.1	-4%
C=CCOc1ccc(C(=O)CC)cc1OC	3	-3%	-7%	0%	-3%	-9%	-2.1	8%
COc1cc(CCC(=O)OCC(=O)NC2CCCC(C)C2C)cc(OC)c1OC (stereo not drawn)	0	2%	0%	-6%	-4%	-29%	-2.9	23%
Cn1c(=O)c2c(nc(Sc3ncnn3CC(=O)NC3CCCCC3)n2C)n(C)c1=O	1	-6%	-8%	-4%	-13%	-1%	0.6	13%
COc1ccc(/C=N/N2C(=O)C3C4C=CC(C4)C3C2=O)cc1[N+](=O)[O-] (stereo not drawn)	-7	5%	4%	0%	8%	1%	-1.1	6%
CCN1CCN(C(c2cccs2)C(C)NC(=O)c2cccc(OC)c2OC)CC1 (stereo not drawn)	/	5%	0%	1%	7%	-12%	-2.7	6%
CCOc1cccc(NC(=O)c2cccc(F)c2)c1	7	-8%	-7%	-3%	3%	-1%	-6.2	-8%
CCCS(=O)(=O)N1CCN(Cc2c[nH]c3ccccc23)CC1	1	2%	0%	-1%	5%	0%	0.9	-3%
COc1ccc(OC)c(-c2csc(NC(=O)c3ccc(OCC4CCCO4)cc3)n2)c1 (stereo not drawn)	1	-1%	-2%	?	-4%	-2%	0.9	7%
CCOC(=O)c1sc(=NC(=O)COc2ccccc2)n(C)c1C	-2	-7%	-3%	1%	2%	-3%	0.9	-4%
CCc1nc2ccc(C(=O)N3CCN(c4cccc(Cl)c4)CC3)cc2nc1CC	13	-16%	-6%	0%	12%	-7%	0.3	-3%
O=C(NCC(c1cccnc1)N1CCN(c2ccc(F)cc2)CC1)c1ccc(F)cc1 (stereo not drawn)	-1	0%	-15%[57.1 µM]	-1%	4%	-4%	1.5	1%
Clc1ccccc1-c1nc(-c2ccncc2)no1	-3&1	-2%&8%	0%&5%	2%&-1%	2%&-4%	-5%&0%	-3.4&0.4	10%&17%
(next part)
SMILES	PI5P4K alpha inh	WRN inhibitor	EPAC2 antagonist	MmCpn inh	EPAC1 ag	PLK1 PBD inh	CCT modulator	EPAC1 antag
CCCCN(CC)C(=O)CN(C)S(=O)(=O)c1cccc2nsnc12	-4	-9%	-1%	-1%	5%	-4%	-1.5	-11%
CC(C)Oc1ccc(C(=O)Nc2ccc3c(c2)n(C)c(=O)n3C)cc1	-5	-26%	5%	0%	0%	-10%	-12	-2%
O=C(NC(=S)N1CCN(Cc2ccc3c(c2)OCO3)CC1)c1cccc(Br)c1	-2	?	7%	-4%	6%	2%	-2.3	-5%
O=C1c2ccccc2-c2onc3c(N4CCN(CCO)CC4)cc(N4CCN(C(=O)c5ccco5)CC4)c1c23	?	151%[activator]	-1%	-16%	-17%	37%[activator]	0.7	-25%
CNc1nc(NCc2ccc(N(C)C)cc2)c2sccc2n1	-19	-8%	10%	/	-7%	-7%	-2.6	?
Cc1cccc(C)c1NC(=O)CCCSc1nnc(-c2ccc(Cl)cc2)n1-c1ccccc1	5	-4%	0%	-1%	-1%	-1%	0.0	-17%
N#C/C(=C1/CCCCCN1)c1nnc2n1CCCCC2	/	1%	2%	0%	8%	-6%	0.2	-3%
CC(C)(C#N)Nc1ccccc1	/	-7%	-10%	1%	9%	-9%	-0.3	-10%
CCOC(=O)c1c(C)[nH]c(C(=O)COC(=O)c2cccnc2Cl)c1C	7	-7%	-14%	-9%	-4%	-5%	-1.6	-7%
O=C(O)c1ccc(-c2ccc(/C=C3\NC(=O)N(Cc4ccc(Cl)cc4)C3=O)o2)cc1Cl	-69*	22µM*	?	-2%	1%	15µM*	2.0	-28%
COc1ccccc1CCC(=O)NNC(=O)c1ccc(Br)cc1	-2	-1%	-2%	4%	-5%	2%	1.7	11%
COc1ccc(C(O)P(=O)(O)CCc2ccccc2)cc1 (stereo not drawn)	-3	5%	7%	1%	4%	1%	-1.5	0%
COC(=O)c1sccc1NC(=O)CSc1nnnn1-c1ccccc1C	/	6%	6%	2%	3%	0%	-0.1	4%
NC(=S)NN=C1CCC(C2CCCCC2)CC1 (stereo not drawn)	-2	5%	-1%	/	-1%	-14%	-2.2	-22%
COc1ccc(N(C)S(=O)(=O)c2cccc(C(=O)NC3CCC(C)CC3)c2)cc1 (stereo not drawn)	7	-18%	-8%	-6%	11%	-8%	2.2	-29%
COC(=O)c1ccc(NC(=O)CSC2=NC(=O)C(c3ccccc3)C(=O)N2)cc1 (stereo not drawn)	-24	-29%[57.1 µM]	4%	1%	1%	5%	-1.9	10%
O=C(Nc1ccc(F)cc1)C(c1ccccc1)N1CCN(CC(=O)N2CCCC2)CC1 (stereo not drawn)	-2	-2%	0%	-2%	3%	-10%	-0.1	-1%
COc1cc([N+](=O)[O-])ccc1N/C=C/C(=O)c1cccs1	/	-9%	171%[activator]	-2%	-861%[inhibitor]	28%	-0.8	191%[activator]
COc1ccc(CC(=O)OCC(=O)NCc2ccccc2Cl)cc1OC	1	5%	6%	0%	2%	1%	-3.5	5%
Cc1ccc2c(c1)c(C)c(C)n2CC(O)Cn1nc(C)cc1C (stereo not drawn)	7	-6%	-8%	-2%	2%	-7%	-1.3	-1%
C=CCNc1ncnc2c1cnn2-c1ccc(Cl)cc1	-7	2%	3%	1%	5%	21µM*	1.3	0%
CCCCN(C)C(=O)c1nc2ccccn2c1CN1CCN(C/C=C/c2ccccc2)CC1	-2	-13%[57.1 µM]	6%	-6%	0%	-2%	1.6	-19%
CC(C)COC(=O)N(C)C[C@@H]1OCc2cnnn2CCCC(=O)N([C@H](C)CO)C[C@H]1C	5	1%	18%	/	-4%	-7%	2.2	-10%
Cc1ccc([N+](=O)[O-])cc1S(=O)(=O)Nc1ccc(C(=O)NCC2CCCO2)cc1 (stereo not drawn)	-28	-9%	9%	-1%	1%	-5%	-1.7	15%
S=c1[nH]cc(-c2ccccc2)n1-c1cccc(Cl)c1	-27	-5%	5%	-10%	1%	-7%	-1.7	-17%

Sorted by number of heavy atoms (smallest number first): some entries from above
SMILES	PI5P4K alpha inh	WRN inhibitor	EPAC2 antagonist	MmCpn inh	EPAC1 ag	PLK1 PBD inh	CCT modulator	EPAC1 antag
S=c1[nH]cc(-c2ccccc2)n1-c1cccc(Cl)c1	-27	-5%	5%	-10%	1%	-7%	-1.7	-17%
Cc1ccc([N+](=O)[O-])cc1S(=O)(=O)Nc1ccc(C(=O)NCC2CCCO2)cc1 (stereo not drawn)	-28	-9%	9%	-1%	1%	-5%	-1.7	15%
O=C1c2ccccc2-c2onc3c(N4CCN(CCO)CC4)cc(N4CCN(C(=O)c5ccco5)CC4)c1c23	?	151%[activator]	-1%	-16%	-17%	37%[activator]	0.7	-25%

(further entries)
SMILES	PI5P4K alpha inh	WRN inhibitor	EPAC2 antagonist	MmCpn inh	EPAC1 ag	PLK1 PBD inh	CCT modulator	EPAC1 antag
Cc1nc2ccccc2n1CCOc1ccc([N+](=O)[O-])cc1	2	2%	2%	1%	-2%	-8%	-2.2	-3%
CCOC(=O)c1cc(NC(=O)NC2CCCCC2)c(C)nc1C	-5	-2%	4%	0%	0%	-11%	-1.2	15%
CCOc1cccc(/C=N/N2C(C)CCCC2C)c1O (stereo not drawn)	2	4%	-1%	0%	0%	3%	-4.5	-9%
Cc1ccc(S(=O)(=O)N2CCN(c3ccnc4cc(Cl)ccc34)CC2)cc1	12	-5%	-9%	1%	-2%	5%	-1.3	-22%
CCOC(=O)C1=C(C)OC(N)=C(C#N)C1c1ccc(OC)c(CSc2ccccn2)c1 (stereo not drawn)	3	-6%	?	-2%	9%	-5%	-0.6	-26%
O=C(NCC(=O)N(Cc1ccccc1)C(C(=O)NC1CCCC1)c1ccncc1)c1ccco1 (stereo not drawn)	-5	-1%	10%	1%	5%	-5%	-3.1	10%
CSc1nc2ccc(NC(=O)C3=NNC(=O)CC3)cc2s1	-3	-1%	-2%	-1%	2%	-3%	1.4	-12%
CCOC(=O)C(C)c1n[nH]c(=O)c2ccccc12 (stereo not drawn)	/	3%	3%	-2%	-3%	0%	-1.3	10%
C/C(=N\Nc1nc(N)cc(Cl)n1)c1ccc(F)cc1	-8	-14%	-9%	2%	6%	-4%	-1.4	-11%
COC(=O)c1ccc(CSc2nc(C)nc3sc(C)c(C)c23)o1	/	-2%	10%	-1%	-9%	-10%	1.7	18%
COc1ccc(CCc2nnc(CCC(=O)NCc3cnn(-c4ccccc4C)c3)o2)cc1	-3	-2%	-5%	1%	10%	2%	-0.1	-1%
C/C(=N/NS(=O)(=O)c1ccc(C)cc1)c1c(O)c2ccccc2oc1=O	-1	-8%	-14%	0%	5%	-6%	-3.5	-1%
CCOc1cc(NC(=O)c2ccccn2)c(OCC)cc1NC(=O)c1ccccc1	-5	13%	3%	1%	-8%	-4%	1.5	-5%
